From PubChem BioAssay
H1N1 NS1A inhibition – H1N1 influenza NS1A inhibitors, functional cell based assay (AID 504329) | NS1A functional cell-based assay, percent inhibition; higher % means a stronger effect | one-dose inhibition, % at 12.5 µM; IC50 in µM for titrated hits | 340,000 compounds, 0.3% hits; in the data active = a potency from the dose series; inconclusive = inhibition above about 27% without an active follow-up result; also: strong numbers were not always called active
H37Rv inhibition – M. tuberculosis growth inhibition, HTS (AID 449762) | M. tuberculosis H37Rv growth inhibition, 7H9 media; higher % means a stronger effect | inhibition, % at 25 µM, or IC50 in µM where a hit was titrated | 330,000 compounds, 0.59% hits; in the data active = a potency from the dose series; inconclusive = inhibition above about 70% without an active follow-up result;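 also: bacterial growth assessed after seven days of incubation; strong numbers were not always called active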
PhoP GFP inhibition – Inhibition of PhoP regulon, Salmonella typhi GFP reporter cells, confirmation, 4 h (AID 1850). inhibition, % at 50 µM; hits with a dose series show IC50 in µM. Salmonella Typhi PhoP-promoter GFP reporter, fluorescence, 4 h; higher % means a stronger effect. 310,000 compounds, 0.33% hits; in the data active = a potency from the dose series; inconclusive = inhibition mostly from about 25% at the one dose, without a potency; inactive = the rest, 99 in 100 with inhibition below about 19%;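 also: 0% = induced wells with vehicle and 100% = uninduced wells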
M. tuberculosis – growth inhibition of non-replicating M. tuberculosis (AID 488890); Mycobacterium tuberculosis non-replicating, growth inhibition; higher % means a stronger effect; inhibition, % at 25 µM, or IC50 in µM where a hit was titrated; 320,000 compounds, 0.39% hits; in the data active = a potency from the dose series; inconclusive = inhibition mostly from about 82% at the one dose, without a potency; inactive = the rest, 99 in 100 with inhibition below about 76%;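 also: plate controls were DMSO cells for no effect and high antibiotic wells for full effect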
inhibitors of VEEV – inhibitors of VEEV TC-83 cytopathic effect, confirmation, Vero cells (AID 588727) | Vero cells, VEEV TC-83 cytopathic effect inhibition; higher % means a stronger effect | inhibition, % at 20 µM, or IC50 in µM where a hit was titrated | 350,000 compounds, 0.13% hits; in the data active = a potency from the dose series; inconclusive = inhibition mostly from about 14% at the one dose, without a potency; inactive = the rest, 99 in 100 with inhibition below about 12%; also: strong numbers were not always called active
inhibitors of VEEV 10K pilot screen – second read-out of inhibitors of VEEV, no call of its own (marks repeat the call); inhibition, %; measured here: 10K pilot screen inhibition
Numbers without * were called inactive; i = inactive; ? = inconclusive; · = no result given.

SMILES	H1N1 NS1A inhibition	H37Rv inhibition	PhoP GFP inhibition	M. tuberculosis	inhibitors of VEEV	others
CN(C(=O)Cn1nc(Cl)ccc1=O)C1CCCN(Cc2ccccc2F)C1 (stereo not drawn)	3%	1%	-2%	8%	1.2%
O=C1CCN(Cc2ccccc2)C(=O)N1	1%	·	·	·	1.4%
CC1CCN(S(=O)(=O)c2ccc(C(=O)N3CCCCC3C(=O)O)cc2)CC1 (stereo not drawn)	-2%	0%	·	6%	0.7%
CCCn1nc2cc(C(=O)NCCCCc3ccccc3)ccc2c1OCC	-5%	4%	-7%	21%	0.2%
CCOc1ccc(OCC(=O)OCC(=O)Nc2ccc3[nH]c(=O)[nH]c3c2)cc1	-1%	·	·	·	1.0%
Cc1nc(SCC(=O)N2CCCCC2)c2c(C)c(C)sc2n1	6%	11%	0%	15%	0.8%
CCN(CC(=O)Nc1ccc2c(c1)OCCO2)C(=O)COc1ccc(C)cc1	-7%	3%	-4%	2%	1.3%
CCN(Cc1ccccc1)S(=O)(=O)c1c[nH]c(C(=O)OC)c1	8%	-9%	-15%	40%	0.4%
Cc1ccccc1COC(=O)CCC1=NS(=O)(=O)c2ccccc2N1	-4%	-2%	-4%	-9%	1.6%
Cc1oc2c(cc(NS(=O)(=O)c3ccc4c5c(cccc35)C(=O)N4)c3ccccc32)c1C(=O)OC(C)C	-3%	51%	-4%	21%	3.7%
FC(F)(F)c1cnc(-c2cnc(-c3cccnc3)nc2)c(Cl)c1	1%	-9%	5%	0%	1.9%
CN(C(=O)CSc1nc2ccc([N+](=O)[O-])cc2s1)C1CCS(=O)(=O)C1 (stereo not drawn)	18%	3%	15%	22%	2.0%
COc1ccc(-n2nc(C(=O)NCC(=O)N3CCCCC3)c3ccccc3c2=O)cc1	5%	-1%	-2%	-4%	1.3%
CCCCOC(=O)/C=C\C(=O)NC(N)=O	11%	2%	-1%	67%	i
CCC(=O)Nc1cc2c(C)cc(=O)oc2cc1C	0%	-9%	-9%	-10%	i
C[C@@H]1C2C[C@@]34COC(=O)C3=CC=C[C@H]4[C@@]13C[C@H](c1ccoc1)O[C@@H]3O2	·	-7%	-1%	11%	·
COc1ccc(N2CCN(CC(=O)NC(=O)NCc3ccco3)CC2)cc1	1%	-3%	1%	10%	i
COc1cc(OC)cc(C(=O)NNC(=O)c2ccc(-n3cncn3)c([N+](=O)[O-])c2)c1	-1%	-4%	8%	-13%	3.1%
O=C(NCc1ccco1)C(C(=O)c1ccc(F)cc1)n1ccccc1=O (stereo not drawn)	2%	1%	2%	0%	i
CCN(CC)C(=O)CSc1nnc(CCN)o1	5%	-6%	2%	-12%	1.4%

Part of the list above in order of number of heavy atoms, low to high.
SMILES	H1N1 NS1A inhibition	H37Rv inhibition	PhoP GFP inhibition	M. tuberculosis	inhibitors of VEEV	others
CCN(Cc1ccccc1)S(=O)(=O)c1c[nH]c(C(=O)OC)c1	8%	-9%	-15%	40%	0.4%
CN(C(=O)CSc1nc2ccc([N+](=O)[O-])cc2s1)C1CCS(=O)(=O)C1 (stereo not drawn)	18%	3%	15%	22%	2.0%
CCN(CC(=O)Nc1ccc2c(c1)OCCO2)C(=O)COc1ccc(C)cc1	-7%	3%	-4%	2%	1.3%

The main list resumes, starting 5 compounds before the break.
SMILES	H1N1 NS1A inhibition	H37Rv inhibition	PhoP GFP inhibition	M. tuberculosis	inhibitors of VEEV	others
C[C@@H]1C2C[C@@]34COC(=O)C3=CC=C[C@H]4[C@@]13C[C@H](c1ccoc1)O[C@@H]3O2	·	-7%	-1%	11%	·
COc1ccc(N2CCN(CC(=O)NC(=O)NCc3ccco3)CC2)cc1	1%	-3%	1%	10%	i
COc1cc(OC)cc(C(=O)NNC(=O)c2ccc(-n3cncn3)c([N+](=O)[O-])c2)c1	-1%	-4%	8%	-13%	3.1%
O=C(NCc1ccco1)C(C(=O)c1ccc(F)cc1)n1ccccc1=O (stereo not drawn)	2%	1%	2%	0%	i
CCN(CC)C(=O)CSc1nnc(CCN)o1	5%	-6%	2%	-12%	1.4%
CC(=O)N1CC2(NC(=O)c3ccccc3N2)c2ccccc21 (stereo not drawn)	6%	0%	0%	·	1.6%
N/C(=N\OC(=O)c1ccc(Cl)cc1)c1cccnc1	-5%	-3%	9%	22%	i
Cc1ccc(-n2nc3ccc(NC(=O)c4ccc5c(c4)OCO5)cc3n2)cc1	4%	-2%	-8%	8%	3.0%
CCCc1nnc(SCC(=O)Nc2ccc(NC(C)=O)cc2)n1-n1cccc1	-5%	4%	4%	0%	1.2%
O=[N+]([O-])c1ccc(S(=O)(=O)NN=Cc2ccc3c(c2)OCO3)cc1	0%	·	·	·	1.8%
O=C(NCC(=O)N1CCN(S(=O)(=O)/C=C/c2ccccc2)CC1)c1ccccc1F	-5%	3%	-5%	3%	0.6%
c1ccc(N2CCN(C3CC4CCC3C4)CC2)cc1 (stereo not drawn)	4%	2%	1%	-2%	1.2%
CC(OC(=O)CNC(=O)c1ccccc1)C(=O)Nc1ccc(S(=O)(=O)N2CCOCC2)cc1 (stereo not drawn)	5%	·	·	·	i
COCc1ccc(CN2CCC(n3nccc3NC(=O)CCCc3ccccc3)CC2)o1	4%	3%	-7%	6%	0.3%
O=C(OCC(O)C(O)COC(=O)c1ccccc1)c1ccccc1 (stereo not drawn)	-8%	-6%	-7%	17%	1.1%
Cc1ccc(NC(=O)COC(=O)CCc2ccccc2)c(Cl)c1	-5%	-3%	5%	2%	0.8%
COc1ccc(CCNC(=O)c2c(C)noc2C)cc1	-5%	-6%	1%	-6%	0.7%
COc1ccc2[nH]c(=O)c(CN(C(=O)c3cccnc3)c3ccc(C)cc3C)cc2c1	-5%	6%	2%	13%	1.8%
CCOc1ccccc1NC(=O)c1ccccc1N(C)S(=O)(=O)c1ccc(C)cc1	5%	-2%	0%	0%	i
Cc1ccc(NC(=O)COC(=O)C2(CC(=O)NC(C)(C)C)CCCC2)cc1C	-18%	0%	·	6%	2.0%
CCOC(=O)C1(Cc2cccc(Cl)c2)CCCN(C(=O)c2cc(C)on2)C1 (stereo not drawn)	-10%	0%	-3%	0%	6.8%
Cc1c(C(=O)c2ccccc2)c2ccccn2c1CCc1ccccn1	-3%	4%	-2%	12%	11%
COc1ccccc1NC(=O)C(=O)N(c1cccnc1)C(C(=O)NC(C)(C)C)c1ccccc1F (stereo not drawn)	-3%	-4%	6%	23%	1.6%
Cc1cccc(S(=O)(=O)N2CN(CC3CCCO3)c3nc4ccccc4nc32)c1 (stereo not drawn)	0%	-5%	8%	-7%	6.4%
CC(=O)c1sc(-c2ccc(F)cc2)cc1NS(=O)(=O)c1ccc(C)cc1	0%	9%	6%	-4%	1.9%
COc1cccc(NC(=O)c2cnc(SCC(=O)NCc3ccc4c(c3)OCO4)n(C)c2=O)c1	-6%	6%	1%	-4%	7.8%
CCc1nn(CCCC(=O)N(C)Cc2ccccc2)c(=O)c2cc3occc3n12	6%	3%	9%	3%	0.5%
COC(=O)[C@H](CC(C)C)NC(=O)NCCC1=CCCCC1	-17%	?	0%	i	2.4%
CCN(CC)CCOC(=O)c1cccc(OC)c1	2%	-3%	3%	-15%	0.8%
Cc1cc2cc(CN(CC3CCCO3)C(=S)NCc3ccco3)c(=O)[nH]c2cc1C (stereo not drawn)	5%	-1%	9%	47%	8.1%
COc1ccc(N2CCN(C(=O)c3cc(C)oc3C)CC2)cc1	4%	-1%	-4%	1%	0.7%
CCOc1ccccc1C1CC(=O)NC2=C1C(=O)CC(C)(C)C2 (stereo not drawn)	-14%	-13%	0%	-4%	1.7%
COc1cccc2cc(C(=O)OCC(=O)NCc3ccc4c(c3)OCO4)c(=O)oc12	-13%	1%	8%	3%	2.2%
Clc1ccc(/C=N/NC2=Nc3cccc4cccc2c34)cc1	-4%	8%	-10%	-9%	0.4%
CCOC(=O)c1c(S(=O)(=O)N(C)C2CCCCC2)c(C)n(C)c1C	-3%	-1%	5%	7%	0.5%
Fc1cccc(NC(=S)NCc2ccccc2Cl)c1	-1%	-4%	0%	69%	6.5%
Cc1ccc(/C=C/C(=O)O)cc1S(=O)(=O)NCCCO	-2%	0%	-1%	0%	0.6%
COc1ccc(-n2cc(CN3CCC(OC)CC3)c(-c3cccc(F)c3)n2)cc1	0%	4%	2%	24%	i
N#CCCN(C(=O)COC(=O)CNC(=O)C12CC3CC(CC(C3)C1)C2)c1ccccc1	-16%	1%	-3%	60%	2.3%
Cc1cccc(N(Cc2ccccc2)C(=O)c2ccccc2S(C)(=O)=O)c1	4%	-6%	-1%	6%	0.2%
COc1ccc(Br)cc1C(=O)NC(=S)Nc1c(C)n(C)n(-c2ccccc2)c1=O	-1%	-1%	14%	-2%	i
CC(C)C(=O)Nc1ccc(NC(=O)c2ccc3c(c2)OCO3)cc1	-5%	1%	2%	-5%	i
Cc1nn(C)c(C)c1/C=C/C(=O)O	-4%	3%	-16%	-7%	0.4%
CC(N)Cc1c[nH]c2c1ccc1ccccc12 (stereo not drawn)	4%	3%	4%	22%	3.8%
Cc1c(Cl)cccc1NC(=S)Nc1ccc2[nH]c(=O)[nH]c2c1	-6%	2%	0%	63%	0.8%
CC1CCN(Cc2c(C(=O)N/N=C/c3ccc(C(F)(F)F)cc3)nnn2-c2nonc2N)CC1	-10%	-9%	-17%	6%	i
O=C1CC(N2CCN(c3ccc(S(=O)(=O)N4CCCC4)cc3)CC2)C(=O)N1c1ccc(F)cc1 (stereo not drawn)	0%	7%	-2%	10%	1.3%
O=C(COc1ccc(Cl)cc1Cl)NCC(=O)N/N=C/c1c[nH]c2ccccc12	-2%	-4%	-3%	-3%	0.2%
CNC(=O)NC(=O)CSc1ccc(NC(C)=O)cc1	6%	-9%	0%	7%	0.3%
Cc1nn(CC(=O)Nc2ccccc2)c(=O)c2ccccc12	2%	-7%	2%	-11%	1.9%
CC(C)(C)c1cc(CCC(=O)NCCc2ccccn2)cc(C(C)(C)C)c1O	-6%	-5%	10%	-11%	1.2%
COc1ccc(NC(=O)CN2CCN(CC(=O)Nc3ccc(OC)cc3)CC2)cc1	0%	-17%	2%	12%	0.8%
COC(=O)Cn1cc(C=C2C(=O)N(C)C(=O)N(C)C2=O)c2ccccc21	·	2%	5%	2%	·
CSc1nnc(NC(=O)c2ccc(S(=O)(=O)N3CCOCC3)cc2)s1	-11%	-5%	-6%	-8%	2.0%
CN1CCN(C(=S)NC(=O)c2ccc(Br)cc2)CC1	·	58%	5%	29%	i
CCOC(=O)C1CCN(c2ncnc3c2cnn3C)CC1	-18%	-5%	-12%	-2%	0.5%
CN(C)S(=O)(=O)c1ccc(C(=O)OCC(=O)c2ccc(OC(F)F)cc2OC(F)F)cc1	6%	0%	17%	-5%	3.0%
CCOC(=O)N1CCC(=NNC(N)=O)CC1	-4%	-2%	0%	-6%	0.5%
O=C(CCc1nnc2n(Cc3ccc(Cl)cc3)c(=O)c3ccccc3n12)NCCCN1CCOCC1	-6%	4%	6%	-4%	i
CCOc1cccc(C2C(C(=O)c3ccco3)=C(O)C(=O)N2c2nnc(C)s2)c1 (stereo not drawn)	-1%	1%	·	48%	5.5%
O=C(O)C1=C[C@@H](C2CCCCC2)C[C@@H](OCCCCO)O1	6%	-2%	-7%	25%	0.3%
COc1ccccc1N1CCN(S(=O)(=O)c2ccc(-n3cnnn3)c(C)c2)CC1	-11%	8%	5%	-4%	3.6%
Cc1ccccc1NC(=O)Cn1c(O)c(N=NC(=O)c2ccccc2O)c2ccccc21	-5%	0%	-1%	8%	0.6%
CC(=O)Oc1ccc(C(=O)N2c3ccccc3NC(=O)C2C)cc1 (stereo not drawn)	-10%	3%	-2%	-17%	0.1%
O=C(COc1ccc(C(=S)N2CCOCC2)cc1)N1CCOCC1	-4%	-11%	0%	-10%	2.1%

Going on with the list:
SMILES	H1N1 NS1A inhibition	H37Rv inhibition	PhoP GFP inhibition	M. tuberculosis	inhibitors of VEEV	others
O=c1c2ccccc2oc2ncccc12	-3%	-4%	7%	-7%	i
O=C(Nc1ccc(F)cc1)c1ccc2nsnc2c1	-10%	4%	-10%	22%	1.4%
Clc1c(CSc2nc3ccccc3o2)nc2ccccn12	-1%	-1%	0%	·	1.3%
O=C1C=CC(=Nc2ccc3c(c2)Cc2cc(F)ccc2-3)O1	3%	·	·	·	i
CCOC(=O)c1oc2cc(C)cc(O)c2c(=O)c1-c1csc(C)n1	-1%	-5%	-9%	-6%	i
O=C(Nc1ccc(F)cc1F)c1cncc(Br)c1	-16%	2%	-6%	49%	1.9%	inhibitors of VEEV 10K pilot screen=3.1
CC1CCN(S(=O)(=O)c2ccc3c(c2)N(CC(=O)NCCCN2CCCCC2C)C(=O)CS3)CC1 (stereo not drawn)	-10%	2%	2%	19%	i
